Screens from PubChem BioAssay.
MLL CXXC-DNA inh – qHTS Fluorescence Polarization Assay for Inhibitors of MLL CXXC domain - DNA interaction. Histone-lysine N-methyltransferase 2A (Homo sapiens), Q03164. MLL-CXXC / FITC-HOXA9 DNA fluorescence polarization. Potency, µM (titrated, usually from 115 µM), without a hit: at the highest dose activity change, negative = inhibition, hits mostly inhibitors. hit rate 0.037% among 290,000. AID 2662, 2010; active means well fitted inhibition curve with a large enough effect in the polarisation, with a control signal flat, not every such curve was filed as active; inconclusive means small, poorly fitted or top-dose-only effect, or effect the other way, or a change in a side signal; inactive means no such curve, though single readings can be large or run the other way; the % refers to the polarisation; further: potency means the concentration at half of the fitted maximal effect
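Steps: dispense CXXC domain solution (7 uM) → pin compounds or unlabeled HOX-A9 DNA control → 5 min ambient → add FLSN-HOX-A9 solution (50 nM) → spin → 30 min ambient → fluorescence polarization. Tris pH 7.5/NaCl/DTT/BSA buffer.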
Integrin act MD – qHTS for Activators of Integrin-Mediated Alleviation for Muscular Dystrophy; Potency, µM (titrated, usually from 38.3 µM), without a hit: at the highest dose activation, actives largely listed as activators; hit rate 0.064% among 350,000; alpha7betagal myoblasts, beta-gal FDG fluorescence, 48 h; AID 624291, 2012;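 further: potency means the concentration at half of the fitted maximal effect; 100% = response of the positive control SU9516; nearly all actives have a fitted effect of over 60% in size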
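Alpha7betagal+/- myoblasts (passage 13) were plated 16-24 hr, then exposed to compounds (1:260 dilution of DMSO stock) for 48 hours at 37C. After MPER lysis, β-galactosidase reporter activity was read as FDG fluorescence (ex 480/em 540) after 30 minutes.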
MBNL1 CUG block – qHTS Assay for Inhibitors of MBNL1-poly(CUG) RNA binding. Muscleblind-like protein 1 (Homo sapiens), Q9NR56. TR-FRET MBNL1-His/biotin-(CUG)12 binding, 665/545 ratio. Potency, µM (top dose mostly 57.5 µM), inactives show top-dose activity change, negative = inhibition, hits mostly inhibitors. hit rate 0.036% among 280,000. AID 2675, 2010; active means well fitted inhibition curve with a large enough effect in the signal ratio, with a control signal flat, not every such curve was filed as active; inconclusive means small, poorly fitted or top-dose-only effect, or effect the other way, or a change in a side signal; inactive means no such curve, though single readings can be large or run the other way; the % refers to the signal ratio; further: potency means the concentration at half of the fitted maximal effect; on the % scale 0 is the no-effect control and ±100 the full control effect
Target sequence (Q9NR56 whole entry, looked up): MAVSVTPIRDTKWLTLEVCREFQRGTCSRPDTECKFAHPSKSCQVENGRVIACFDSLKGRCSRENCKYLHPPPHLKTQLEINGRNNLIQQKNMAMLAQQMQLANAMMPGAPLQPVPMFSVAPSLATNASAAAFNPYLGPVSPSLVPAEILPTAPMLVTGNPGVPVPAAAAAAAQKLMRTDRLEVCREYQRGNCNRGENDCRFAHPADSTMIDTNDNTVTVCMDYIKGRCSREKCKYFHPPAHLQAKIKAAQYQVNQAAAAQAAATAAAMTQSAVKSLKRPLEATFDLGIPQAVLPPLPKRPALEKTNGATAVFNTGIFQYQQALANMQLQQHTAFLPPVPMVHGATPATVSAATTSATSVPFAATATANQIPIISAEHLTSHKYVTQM
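Compound titration spanned 92 nM–58 uM against the MBNL1-His/biotin-(CUG)12 complex. After 60 min at room temperature with 5 nM streptavidin-XL665 and 0.055 ng/ul terbium anti-His, ratiometric 665/545 nm emission (Ex 340 nm) normalized to controls.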
KCNH2 3.1 inh – qHTS for Inhibitors of KCHN2 3.1: Mutant qHTS; activity change, % (tested at about 1.8 µM); U2OS KCNH2 3.1, thallium flux FluxOr; active compounds read low; hit rate 0.95% among 340,000;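 active means maximum activity change below -70%; inconclusive means maximum activity change from -70% to -50%; inactive means maximum activity change above -50%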;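 further: thallium influx rate constant from kinetic fluorescence after stimulation buffer; on the % scale 0 is the no-effect control and ±100 the full control effect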
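Steps: virus added to U2OS suspension (4 h, RT, dark); medium with 10% FBS added, cells plated, 37 C overnight; FluxOr/Red40 loading buffer 45 min RT; stimulation buffer, 2 min kinetic read; rate constant normalized.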
FBPA coupling cs – qHTS Assay for Inhibitors of Fructose-1,6-bisphosphate Aldolase from Giardia Lamblia: Coupling assay counterscreen | activity change, negative = inhibition, % at 58.2 µM, hits read low | coupling enzyme system counterscreen, AmpLite Red fluorescence | hit rate 0.67% among 290,000; in the data active means activity change below about -30%; further: on the % scale 0 is the no-effect control and ±100 the full control effect
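First, compound is pin-transferred into glyceraldehyde-3-phosphate coupling-enzyme reagent at 57.5 uM final and held 10 min at RT. Next, substrate, coupling system and AmpLite Red are added. After 20 min RT, fluorescence (525/598 nm) is read.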
GALK inh – qHTS Assay for Inhibitors of Human Galactokinase (GALK) | P51570 | Purified GALK, Kinase-Glo residual ATP luminescence | Potency, µM (top dose mostly 57.5 µM), for inactives: at the highest dose activity change, negative = inhibition, hits mostly inhibitors | hit rate 0.007% among 270,000 | AID 1868, 2009; further: potency means the concentration at half of the fitted maximal effect; on the % scale 0 is the no-effect control and ±100 the full control effect
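Luminescence from leftover ATP (Ultra-Glo luciferase/luciferin) served as read-out after a 1 h room-temperature reaction of 5 nM GALK with 35 uM ATP and 100 uM galactose.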
A-T KAP1 phos – qHTS Assay for Identifying a Potential Treatment of Ataxia-Telangiectasia. […] A-T fibroblasts, KAP-1 phosphorylation AlphaLISA; neocarzinostatin DNA damage 30 min before lysis. Potency, µM (titrated, usually from 57.5 µM), for the others: at the highest dose activation, most hits filed as activators. hit rate 0.19% among 320,000; further: potency means the concentration at half of the fitted maximal effect; % of control where 0% means no effect; nearly all actives have a fitted effect of over 45% in size
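hTERT-immortalized A-T patient fibroblasts ([…]), 500 cells/well in OPTI-MEM, 1% FBS, got compounds for 60 min, then NCS for 30 min at 37C. Lysates were then assayed for phospho-KAP-1 by AlphaLISA (anti-pKAP1 donor, anti-KAP1 acceptor beads), 6 hr at 25C.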
KCNH2 WT inh – qHTS for Inhibitors of KCHN2 3.1: Wildtype qHTS; U2OS, BacMam KCNH2, thallium flux FluxOr; active compounds read low; activity change, % at 1.84 µM; hit rate 0.37% among 340,000; AID 720551, 2013;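 active means maximum activity change below -70%; inconclusive means maximum activity change between -70% and -50%; inactive means maximum activity change above -50%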; further: on the % scale 0 is the no-effect control and ±100 the full control effect
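U2OS cells were transduced with wild-type KCNH2 virus (2.03 x 10^8 / mL) for 4 h at room temperature, then cultured overnight at 37 C. Thallium flux was read with FluxOr dye. Rate constants were normalized to DMSO controls.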
TRPV1 ag – HTS Assay for Compounds that Act as Agonists of the Vanilloid Receptor 1 | TRPV1-expressing cells, Fluo-8 calcium influx, agonist mode | activation, % at 8.33 µM | hit rate 0.19% among 320,000 | Transient receptor potential cation channel subfamily V member 1 (Homo sapiens), Q8NER1; in the data active means activation above about 80%; inconclusive means between about 30% and that limit; further: 0% is about no effect
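Fluo-8 calcium influx in TRPV1-expressing cells, kinetic read (ex 480/em 520 nm). Compound added and read 3 min for agonist activity, followed by capsaicin at EC20 final and 2 min further read for enhancement.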
ASM inhibitor – Inhibitors of Secretory Acid Sphingomyelinase (S-ASM): qHTS; Potency, µM (titrated, usually from 57.5 µM), for inactives: top-dose activity change, negative = inhibition, actives largely listed as inhibitors; hit rate 0.006% among 340,000; placental ASM, HMU-PC fluorogenic substrate, 60 min; further: potency means the concentration at half of the fitted maximal effect
Target sequence (P17405 47-631 limits assumed): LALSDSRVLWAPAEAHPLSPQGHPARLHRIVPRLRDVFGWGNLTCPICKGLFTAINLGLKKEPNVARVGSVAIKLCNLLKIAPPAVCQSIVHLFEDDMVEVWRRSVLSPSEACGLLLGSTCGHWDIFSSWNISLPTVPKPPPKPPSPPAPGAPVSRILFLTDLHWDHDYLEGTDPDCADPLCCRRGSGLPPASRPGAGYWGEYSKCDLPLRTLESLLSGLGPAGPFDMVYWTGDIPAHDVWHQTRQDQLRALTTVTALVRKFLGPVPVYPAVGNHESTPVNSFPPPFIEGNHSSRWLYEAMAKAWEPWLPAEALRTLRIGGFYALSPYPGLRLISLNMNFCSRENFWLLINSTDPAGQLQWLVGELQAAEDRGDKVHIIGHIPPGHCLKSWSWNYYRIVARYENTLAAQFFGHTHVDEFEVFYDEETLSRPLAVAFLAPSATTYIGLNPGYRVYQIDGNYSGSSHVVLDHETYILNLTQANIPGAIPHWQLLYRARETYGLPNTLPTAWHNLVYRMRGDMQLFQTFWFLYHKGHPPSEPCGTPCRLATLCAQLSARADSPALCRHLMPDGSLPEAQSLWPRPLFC
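Human placenta-derived ASM preincubated with compound 10 min at room temperature, then reacted with 9 uM (final) fluorogenic HMU-PC substrate for 60 min at 37 C. Stop solution raises pH to 10; fluorescence read at Ex 386/Em 447 nm.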
* marks the source's active call; other numbers are inactive results; i = inactive; ? = inconclusive; / = not tested or not shown; & = joins results of further samples; [ ] = dose if it differs, or a comment. Unless noted, the call rests on the fitted dose curve; in most records, active means well fitted curve in the direction sought with a large enough effect; inconclusive means small, poorly fitted or top-dose-only effect, or another doubt; inactive means no such curve, though single readings can be large; an effect the other way counts as inactive or inconclusive.

SMILES | MLL CXXC-DNA inh | Integrin act MD | MBNL1 CUG block | KCNH2 3.1 inh | FBPA coupling cs | GALK inh | A-T KAP1 phos | KCNH2 WT inh | TRPV1 ag | ASM inhibitor
COc1cccc(NC(=O)CN(C)C(=O)CNC(=O)c2ccc3ccccc3c2)c1 | / | 5% | / | -29 | / | / | 0% | -14 | ? | -6%
CCOC(=O)c1ccc(N2C(=O)CC(N(Cc3ccc4c(c3)OCO4)C(=O)Nc3ccccc3)C2=O)cc1 (configuration not stated) | -3% | 1% | -3% | -12 | -5 | 1% | 4% | -5 | 4 | -15%
COc1cc(NC(=O)CSc2cc(C)c3cc(C)cc(C)c3n2)c(C(=O)O)cc1OC | -4% | 38% | 2% | 6 | 13 | -9% | 0% | 5 | -9 | 6%
NS(=O)(=O)c1ccc(CNC(=O)c2ccc3c(=O)n4c(nc3c2)CCC4)cc1 | / | 25% | / | 9 | / | / | -7% | 10 | 1 | 5%
COc1ccc(NC(=O)CN(C)S(=O)(=O)c2ccc3c(c2)CCC(=O)N3)c(OC)c1 | 0% | 1% | -11% | 4 | 2 | 1% | 4% | -14 | ? | 0%
Cc1ccc(N2C(=O)c3ccc(N)cc3C2=O)cc1 | -2% | -2% | ? | -3 | -1 | 2% | 5% | 4 | -1 | 7%
O=C(O)CC(c1ccc(Cl)cc1)n1cccc1 (configuration not stated) | -4% | 0% | 1% | -2 | 3 | -2% | -3% | -8 | / | 0%
O=C(CSc1nc2ccccc2[nH]1)NC(=O)NCc1ccco1 | -2% | 4% | ? | -19 | 1 | 0% | 2% | 10 | -1 | 2%
Cc1ccc2cc(CCNC(=O)C(=O)c3c[nH]c4ccccc34)c(=O)[nH]c2c1 | -5% | -6% | ? | 25 | 0 | 7% | 3% | 4 | 2 | 62%
CC(C)CC(=O)Nc1ccc2c(c1)OCO2 | 0% | 10% | 0% | 21 | 1 | 5% | 0% | 4 | -1 | 4%
Cc1nc2nc(C)c(CCC(=O)N3CCc4ccccc43)c(C)n2n1 | -7% | -13% | -5% | -8 | 8 | 1% | 1% | -4 | 1 | 1%
COc1cc2ccccc2cc1C(=O)Nc1cc(C)ccn1 | -1% | 43% | 12% | -8 | / | -1% | 8% | -4 | ? | -2%

Reprinted from the part before: 5 entries; new compounds follow.
SMILES | MLL CXXC-DNA inh | Integrin act MD | MBNL1 CUG block | KCNH2 3.1 inh | FBPA coupling cs | GALK inh | A-T KAP1 phos | KCNH2 WT inh | TRPV1 ag | ASM inhibitor
O=C(CSc1nc2ccccc2[nH]1)NC(=O)NCc1ccco1 | -2% | 4% | ? | -19 | 1 | 0% | 2% | 10 | -1 | 2%
Cc1ccc2cc(CCNC(=O)C(=O)c3c[nH]c4ccccc34)c(=O)[nH]c2c1 | -5% | -6% | ? | 25 | 0 | 7% | 3% | 4 | 2 | 62%
CC(C)CC(=O)Nc1ccc2c(c1)OCO2 | 0% | 10% | 0% | 21 | 1 | 5% | 0% | 4 | -1 | 4%
Cc1nc2nc(C)c(CCC(=O)N3CCc4ccccc43)c(C)n2n1 | -7% | -13% | -5% | -8 | 8 | 1% | 1% | -4 | 1 | 1%
COc1cc2ccccc2cc1C(=O)Nc1cc(C)ccn1 | -1% | 43% | 12% | -8 | / | -1% | 8% | -4 | ? | -2%
O=C(CCN1C(=O)/C(=C/c2ccc(F)cc2)SC1=S)NC1C=CS(=O)(=O)C1 (configuration not stated) | 2% | -60%[inhibitor] | ? | -4 | / | -4% | -1% | 10 | 0 | i
CN(CCNC(=O)CN1C(=O)CSc2ccc(S(=O)(=O)N3CCCC3)cc21)Cc1ccccc1 | 1% | -2% | -26% | -18 | 1 | -1% | 0% | / | 3 | 3%
CC(=O)NCC(=O)OCC(=O)N1c2ccccc2Sc2ccccc21 | -1% | -24% | -1% | 17 | 1 | 8% | 0% | -2 | -1 | -2%
Oc1ccccc1-c1cc(C(F)(F)C(F)F)nc(-c2ccccc2)n1 | 4% | 11% | 11% | -9 | 0 | -3% | 6% | 1 | 6 | -7%
CC1(C)CC(=O)N(c2ccc(Cl)cc2Cl)C(=O)C1 | 9% | 23% | -6% | -6 | -2 | 0% | -3% | 3 | 3 | 5%
Fc1ccccc1CSc1nncn1NC/C=C/c1ccccc1 | -5% | -11% | -6% | 0 | -8 | -2% | 7% | -23 | / | -6%
C#CCSc1nnnn1-c1ccc(OCC)cc1 | -2% | -15% | / | 7 | -2 | -1% | 3% | -15 | 7 | -1%
Cc1ccc(Cl)c(OCC(=O)Nc2ccc3c(c2)OCCO3)c1 | -6% | 8% | 0% | -3 | 5 | -2% | 3% | -4 | ? | 3%
CCOC(=O)c1cnc2ccc(OC)cc2c1NCCc1ccc(OC)c(OC)c1 | ? | -6% | 0% | ? | 3 | -1% | 9% | 6 | 8 | 382%[activator]
Cc1ccc(-c2noc(CCC(=O)NC3CCCC3)n2)cc1 | 4% | -22% | 1% | -1 | 2 | 9% | -2% | -5 | 15 | -5%
C(=N\N1CCN(c2ccccc2)CC1)/c1ccccc1 | -3% | -1% | 2% | 1 | 5 | 2% | 0% | -7 | -1 | 1%
C=CCN1C(=S)CC(c2ccccc2)=Nc2ccccc21 | -12% | 0% | -1% | -8 | -2 | -2% | -2% | 10 | 10 | -2%
C=CCNC(=O)/C=C/c1ccc(C(C)C)cc1 | 0% | 6% | 29% | -10 | -2 | 2% | 2% | 47 | ? | 4%
O=C(OCC(=O)N1CCc2ccccc2C1)c1ccc(O)cc1 | / | -4% | / | 17 | / | / | 8% | -19 | / | 0%
N#Cc1ccc(CSC2=NCCN2)cc1 | 12% | -11% | -14% | -1 | -2 | -1% | 9% | 9 | 0 | 8%
CNC(=O)Nc1cccc(-c2cc(-c3c(Cl)cccc3Cl)no2)c1 | 5% | -28% | -8% | 9 | 1 | -1% | -1% | -5 | ? | -7%
O=C1C2C(C(=O)N1Cc1ccco1)C1C=CC2C12CC2 (configuration not stated) | 0% | 26% | -6% | 5 | -2 | -3% | -3% | -3 | 9 | -2%
CCO[C@@H]1OC(C(=O)Nc2ccccc2)=C[C@H](c2ccc(C(F)(F)F)cc2)[C@H]1CCCO | -30% | 18% | -12% | / | -6 | 2% | 3% | / | 19 | -16%
CCN(CC)CCn1c(=N)n(CC(=O)c2ccc(Br)s2)c2ccccc21 | 1% | -68%[inhibitor] | -1% | 2 | -1 | -2% | -3% | 2 | 5 | 1%
NC(=O)c1ncn([C@@H]2O[C@H](CO)[C@@H](O)[C@H]2O)n1 | 6%&-9% | / | -18% | -10 | 3 | / | -3% | -1 | 0 | 2%
Cc1cccc(OCCNC(=O)c2ccc(Cl)c(S(=O)(=O)NCc3cccnc3)c2)c1 | / | -3% | / | -18 | / | / | 1% | -2 | -2 | 1%
N#CCCN(C(=O)Cn1nc(C(=O)O)c2ccccc2c1=O)c1ccccc1 | -2% | 1% | 8% | -4 | -2 | -1% | -1% | -3 | -1 | -3%
O=C(Oc1ccc2ccccc2c1)c1ccccc1 | 222%[activator] | 36% | -7% | 13 | -1 | 2% | -1% | -6 | -1 | -3%
CN(C)c1cccc(NC(=O)c2ccco2)c1 | 5% | 7% | 2% | 9 | -6 | -1% | 1% | -7 | 17 | 2%
COC(=O)CCC(C)N1CCC(Oc2ccc(C(=O)N3CCCC3)cc2)CC1 (configuration not stated) | -4% | 7% | -2% | -4 | / | -3% | 11% | 16 | 24 | 1%
O=C(NN1CCOCC1)c1ccc(Cl)c([N+](=O)[O-])c1 | -3% | -20% | ? | -7 | -2 | 1% | -4% | -15 | 5 | 6%
